Assay outcomes (PubChem BioAssay)
AID inh – activation induced cytidine deaminase inhibition; Q9GZX7; AID deamination FRET fluorescence, UDG-coupled, 4 h; Potency, µM (highest dose often 115 µM), without a hit: at the highest dose activity change, negative = inhibition, actives largely listed as inhibitors; 0.32% of 91,000 active; AID 1347428; note: nearly all actives have a fitted effect of over 25% in size
Target sequence (Q9GZX7 whole entry, looked up): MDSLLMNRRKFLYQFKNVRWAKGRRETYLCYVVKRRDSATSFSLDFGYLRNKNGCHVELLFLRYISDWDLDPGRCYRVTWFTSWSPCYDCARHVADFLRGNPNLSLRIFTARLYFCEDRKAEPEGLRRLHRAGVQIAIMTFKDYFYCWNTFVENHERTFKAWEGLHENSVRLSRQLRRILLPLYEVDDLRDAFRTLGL
UDG counter – blocks uracil-DNA glycosylase in AID counter-screen; FRET deamination/UDG coupled assay, UDG read, 4 h; Potency, µM (highest dose often 115 µM), inactives show at the highest dose activity change, negative = inhibition, usual class: inhibitors; AID 1347430; 0.14% of 91,000 active; note: nearly all actives have a fitted effect of over 65% in size
* hit, by the source's call; ? = inconclusive; [ ] = dose if it differs, or a comment. Calls come from the whole dose curve; as a rule, active = well fitted curve in the direction sought with a large enough effect; inconclusive = small, poorly fitted or top-dose-only effect, or another doubt; inactive = no such curve, though single readings can be large; an effect the other way counts as inactive or inconclusive. % is set by controls: 0 for no effect and ±100 for the full control effect; potency is the fitted concentration of half-maximal effect. Some of the compounds tested; the hit share may differ from the screen's.

Below each compound: AID inh | UDG counter
Cc1ccccc1NC(=O)c1c(C)oc2ccc(O)c(CN3CCOCC3)c12
 : -3% | 13%
O=C(CSc1nc(-c2ccccc2)no1)N1CCN(c2ccc(F)cc2)CC1
 : 13% | 40%[activator]
Cc1cc(C(=O)NCc2cccnc2N(C)C)no1
 : 2% | -4%
O=S1(=O)C[C@H](N2CCN(Cc3ccc4c(c3)OCO4)CC2)[C@@H](S(=O)(=O)c2cccs2)C1
 : -7% | -3%
COc1cc(NC(=O)c2c(-c3ccc(C)cc3)nnc3ccccc23)cc(OC)c1OC
 : 6% | 1%
CCc1ccc(NC(=O)C2CCCN2S(=O)(=O)c2ccc3nc(-c4ccccc4)[nH]c3c2)cc1 (stereo not drawn)
 : 7% | 1%
Cc1cccc(CSc2nc3c(c(=O)[nH]2)CCC3)c1
 : 8% | 21%
CCSCCC(=O)Nc1ccc(Cl)c(C(=O)NC)c1
 : 1% | 9%
N#Cc1ccc2c(c1)OCCO2
 : -8% | ?
COc1ccc(NS(=O)(=O)c2ccc(OCC(=O)NCc3ccccc3OC)c(C)c2)cc1
 : -12% | ?
CCOc1ccc2c(c1)cc(C(=O)NCCOc1ccccc1)n2C
 : 8% | 4%
CCCCCCCCOc1ccc(/C=C/C(=O)O)cc1
 : ? | -2%
O=c1cc(CN2CCN(c3ccccc3)CC2)occ1OCc1ccccc1
 : -20% | -8%
O=C(Nc1cccc(S(=O)(=O)N2CCCC2)c1)c1n[nH]c2ccccc12
 : -11% | -1%
O=C(CSc1c2c(nc3cc(Cl)ccc13)CCCC2)NCc1ccccc1Cl
 : ? | -7%
CN(Cc1ccccc1)C(=O)CSc1nc2ccccc2n1Cc1ccccc1F
 : -2% | 1%
CCCn1c(NCc2ccccc2F)nc2ccccc21
 : -3% | ?
COc1ccc(CNC(=O)CCn2c(=O)c3cccn3c3ccc(F)cc32)cc1OC
 : -4% | 3%[57.5 µM]
Cc1ccc(-n2nc(-c3ccccc3)c3cnc4cc5c(cc4c32)OCO5)cc1C
 : -1% | -11%
O=C(CCc1c[nH]c2ccccc12)N1CCC(C(=O)N2CCCCCC2)CC1
 : 3% | 2%
CCOC(=O)c1[nH]c2ccccc2c1NC(=O)c1ccccc1OCC
 : 17% | 4%
CCOC(=O)c1[nH]c(C)c(CCC(=O)Nc2ccccc2OCC)c1C
 : -4% | -6%
Cc1ncc(CO)c2c1Oc1nc(-c3ccccc3)nc(SCC(=O)Nc3cccc(C(F)(F)F)c3)c1C2
 : ? | -3%
CCN1CCN(C(=O)CCCN(c2cccc(C)c2)S(C)(=O)=O)CC1
 : -3% | 7%
Cc1cccc(CSc2nc3cc(C(=O)NC4CCCC4)ccc3c(=O)n2Cc2ccccc2)c1
 : -2% | 5%
O=C(Nc1ccc(Br)c(Cl)c1)c1ccc(C(=O)Nc2ccc(Br)c(Cl)c2)cc1
 : 10% | -4%
COc1ccc(-c2csc(NC3OC(=O)c4c3ccc(OC)c4OC)n2)cc1 (stereo not drawn)
 : 4% | 0%
CCOC(=O)c1oc2c(c1C)-c1nn(Cc3cccc(Cl)c3)cc1CC2
 : 1% | -8%
S=C(N/N=C/c1c(Cl)cccc1Cl)Nc1ccccc1
 : -3% | -5%
O=C(CN1CCN(c2ccc([N+](=O)[O-])c3cnccc23)CC1)Nc1ccc(F)cc1
 : -7% | -2%
CCOC(=O)Cn1c(=O)n(CC2CCCO2)c2nc(-c3ccc(C(C)C)cc3)nc(C(N)=O)c21 (stereo not drawn)
 : -10% | -7%
Cc1ccc(-c2nc3ccccc3[nH]2)cc1NC(=O)COc1ccccc1[N+](=O)[O-]
 : -9% | -7%
Cc1ccc(NS(=O)(=O)c2ccc(-c3cc(C)no3)cc2)c(Br)c1
 : -10% | 0%[57.5 µM]
CC(C)Cc1nn2c(=O)cc(COC(=O)c3ccc(NC(=O)C4CCCCC4)cc3)nc2s1
 : 0% | 1%
CCOc1ccc(-c2c(C)nn3c(C)c(C(=O)NCCc4ccc(Cl)cc4)cnc23)cc1OCC
 : -4% | -29%
CN(C)c1ccc(CNc2nc(-c3ccco3)nn2C(=O)c2cccc([N+](=O)[O-])c2)cc1
 : -18% | -7%
CCCCn1cnc2c1c(=O)n(CC(O)COc1ccccc1)c(=O)n2CCC (stereo not drawn)
 : -12% | 3%
COc1ccccc1N1CCN(S(=O)(=O)c2ccc(F)c(C(=O)Nc3ccc(Cl)cc3C(F)(F)F)c2)CC1
 : 0% | -4%
CC(NC(=O)c1ccc2c(c1)N(Cc1ccccc1)C(=O)c1ccccc1S2=O)c1ccc2c(c1)OCCO2 (stereo not drawn)
 : -8% | -9%
O=C(CCc1nc2ccccc2s1)NC1CCCCCCC1
 : -4% | -9%

Overlap with the part before: four compounds; new compounds follow.
Below each compound: AID inh | UDG counter
CCCCn1cnc2c1c(=O)n(CC(O)COc1ccccc1)c(=O)n2CCC (stereo not drawn)
 : -12% | 3%
COc1ccccc1N1CCN(S(=O)(=O)c2ccc(F)c(C(=O)Nc3ccc(Cl)cc3C(F)(F)F)c2)CC1
 : 0% | -4%
CC(NC(=O)c1ccc2c(c1)N(Cc1ccccc1)C(=O)c1ccccc1S2=O)c1ccc2c(c1)OCCO2 (stereo not drawn)
 : -8% | -9%
O=C(CCc1nc2ccccc2s1)NC1CCCCCCC1
 : -4% | -9%
O=C(NC1CC1)C(Sc1ccccn1)c1ccccc1 (stereo not drawn)
 : 1% | 3%
CNC(=O)c1ccc(CNC(=O)C2CCCC2)cc1
 : -1% | -2%
Cc1ccc2c(CN3CCN(S(=O)(=O)c4ccc5c(c4)OCCO5)CC3)cc(=O)oc2c1C
 : 3% | -1%
O=C(Nc1nc(-c2ccc(Cl)cc2)cs1)c1cc(=O)c2ccccc2o1
 : 0% | 4%
CC(C)C(=O)Nc1ccc(NC(=O)C(C)C)c(Cl)c1
 : -7% | 3%
COc1cc(OC)c(NC(=O)CSC2=Nc3ccccc3N=C(c3ccc(F)cc3)C2)cc1Cl
 : -14% | -4%
NC(=O)c1cc(S(=O)(=O)NCc2ccc(Br)cc2)cs1
 : -11% | 6%
COc1ccc(-c2noc(-c3ccc(N4CCC(C)CC4)c([N+](=O)[O-])c3)n2)cc1OC
 : 6% | -8%
CCOC(=O)C1CCC(CN(Cc2c(Cl)cccc2Cl)S(=O)(=O)c2ccc(F)c(C)c2)CC1 (stereo not drawn)
 : -23% | -8%
COC(=O)c1cccc(NC(=O)c2ccc3c(c2)CCC3)c1
 : -3% | -1%
Cc1ccc(C)c(N2CCN(C(=O)c3cc4c(=O)n(Cc5ccccc5)ccc4nc3C)CC2)c1
 : ? | ?
Cc1ccc(C)c(N2CCN(CCCNC(=O)Cn3ncc4c5ccccc5n(C)c4c3=O)CC2)c1
 : -4% | -16%[57.5 µM]
CCOc1ccc(CCNC(=O)C2=C(C)C(=O)OC23CCCCC3)cc1
 : -10% | -8%
CCOc1cc(CNC(=O)c2ccccc2NC(=O)c2nsc3ccccc23)ccc1OC
 : 7% | -2%
COCC(C)n1c(C)cc(C(=O)Cn2cnc3scc(-c4ccc(C)s4)c3c2=O)c1C (stereo not drawn)
 : -9% | -3%
Cc1ccc(OCC(=O)Nc2ccc(OCc3cc(=O)n4c(C)csc4n3)cc2)cc1C
 : 20% | -1%
CC1=C(C(=O)Nc2cc(Cl)ccc2C)C(c2ccco2)n2ncnc2N1 (stereo not drawn)
 : 8% | -4%
Cc1ccc(NCc2nc3ccccc3n2CCOc2ccccc2C)cc1
 : ? | -5%
Cc1cc(C)cc(OCC(=O)Nc2cccc(-c3nc4ccccc4[nH]3)c2)c1
 : ? | -11%
CCOC(=O)c1cc(CC)sc1NC(=O)CC1Sc2ccccc2NC1=O (stereo not drawn)
 : 0% | -8%
Cc1ccc(Cn2c(=O)n(CCCC(=O)NCc3ccccc3Cl)c(=O)c3ccccc32)cc1
 : 15% | -1%
O=C(Cn1cc(SCc2ccccc2)c2ccccc21)N1CCCCCC1
 : 11% | -5%
COc1ccc(CSc2nc3ncccc3[nH]2)cc1
 : 15% | 4%[57.5 µM]
Cc1ccc(S(=O)(=O)N(CC(=O)NCCSc2ccc(Cl)cc2)c2cccc(Cl)c2)cc1
 : 6% | ?
CCc1ccc(NC(=O)c2nc3nc(C)cc(C(F)F)n3n2)cc1
 : -10% | 11%
COc1ccccc1C(=O)NCCn1cc(SCc2ccc(C)cc2)c2ccccc21
 : ? | -11%
COc1ccccc1CNC(=O)c1cnc(N(C)C)nc1
 : 16% | 24%
COc1ccc(-c2nnc(SCC(=O)Nc3ccc(C)c(C)c3)s2)cc1
 : -11%[57.5 µM] | -10%[57.5 µM]
Cc1sc(NC(=O)CCC(=O)O)c(C(N)=O)c1-c1ccc(C(C)C)cc1
 : -6% | -1%
COc1ccccc1Nc1cc(C(=O)NCCCN(C)c2ccccc2)c2ccccc2n1
 : -3% | -19%[57.5 µM]

Compounds shown so far that have a nitro group on carbon, in the order listed:
Below each compound: AID inh | UDG counter
O=C(CN1CCN(c2ccc([N+](=O)[O-])c3cnccc23)CC1)Nc1ccc(F)cc1
 : -7% | -2%
Cc1ccc(-c2nc3ccccc3[nH]2)cc1NC(=O)COc1ccccc1[N+](=O)[O-]
 : -9% | -7%
CN(C)c1ccc(CNc2nc(-c3ccco3)nn2C(=O)c2cccc([N+](=O)[O-])c2)cc1
 : -18% | -7%
COc1ccc(-c2noc(-c3ccc(N4CCC(C)CC4)c([N+](=O)[O-])c3)n2)cc1OC
 : 6% | -8%

Profiles as entered above.
Record of CCSCCC(=O)Nc1ccc(Cl)c(C(=O)NC)c1 : AID inh = 1%; UDG counter = 9%
Record of CC(NC(=O)c1ccc2c(c1)N(Cc1ccccc1)C(=O)c1ccccc1S2=O)c1ccc2c(c1)OCCO2 (stereo not drawn) : AID inh = -8%; UDG counter = -9%

Following part
Below each compound: AID inh | UDG counter
CCC(C)Sc1oc(-c2ccco2)nc1S(=O)(=O)c1ccc(Cl)cc1 (stereo not drawn)
 : -17% | -9%
CC1CCC(N2CCC(=O)CC2)CC1 (stereo not drawn)
 : 4% | -3%
Brc1ccccc1-c1nnc(CN2CCc3ccccc3C2)o1
 : -2% | -2%
CC(=O)c1cccc(NC(=O)c2c(C)nn(-c3ccc(F)cc3)c2-n2cccc2)c1
 : -3% | 3%
COC(=O)C1(NC(=O)CCNC(=O)C2CCCC2)CCC(C)CC1 (stereo not drawn)
 : 3% | -2%
CCNC(=O)CC1C(=O)N(c2ccc(C)cc2)C(=O)N1Cc1ccc(C)cc1 (stereo not drawn)
 : 18% | -1%
CCNC(=O)NC(=O)C(C)N(C)Cc1cccs1 (stereo not drawn)
 : 5% | 10%
CCOC(=O)c1c(NC(C)=O)c2c3c(sc2n1Cc1nc(-c2ccccc2C)oc1C)CCCC3
 : 0% | -20%[57.5 µM]
Cc1cc(=O)n2c(C(=O)Nc3ccc(F)c(Cl)c3)c(C(=O)Nc3cccc(C)c3C)sc2n1
 : -12% | 17%
O=C(Nc1ccc2[nH]c(=O)[nH]c2c1)c1nn(-c2ccccc2Cl)c2c1CCCC2
 : -1% | -4%
O=C1CCC(C(=O)OCc2ccc(F)cc2)=NN1
 : -9% | -1%
Cc1ccc(S(=O)(=O)Cc2nc(-c3ccc(C(=O)NCc4ccccc4)cc3)oc2C)cc1
 : 2% | -2%
CCC(Sc1nc2nccnc2c(=O)n1CCc1ccccc1)C(=O)Nc1cccc(OC)c1 (stereo not drawn)
 : -5% | 0%
COc1ccc(N2CC(NC(=O)C3CCCCC3)CC2=O)cc1 (stereo not drawn)
 : -10% | 0%
CCCCC12CN3CC(C)(CN(C1)C3c1ccc(O)c(OC)c1)C2=O (stereo not drawn)
 : 12% | 0%
N=C(N)c1ccc(OCc2cccnc2)cc1
 : 8% | -1%
CCOc1ccc(NC(=O)CN2C(=O)COc3ccc(S(=O)(=O)NC4CCCC4)cc32)cc1
 : 3% | -1%[57.5 µM]
COc1ccccc1/C=C/c1onc(C)c1S(=O)(=O)N1CCC(C(=O)N2CCC(C)CC2)CC1
 : 0% | ?
C#CC[N+]1(C)C(C)CCCC1C (stereo not drawn)
 : -6% | 3%
COc1cccc(Nc2c3c(nc4nncn24)CCC3)c1
 : -7% | 0%
CN(Cc1cccs1)C(=O)CC1CCCC1
 : -3% | -6%
CCS(=O)(=O)c1nc(S(=O)(=O)c2ccc(C)cc2)c(NC)s1
 : 4% | 7%
Cc1ccc(C)c(-c2nn(CC(=O)Nc3cc(F)ccc3F)c(=O)c3c2CCCC3)c1
 : -17% | 2%
Fc1cccc(C=Nc2cccc3c(N=Cc4cccc(F)c4)cccc23)c1
 : 26% | -18%
Cc1ccc(Nc2c(-c3ccc(N(C)C)cc3)nc3nc[nH]n23)cc1
 : 108%[activator] | -5%
O=C(CSc1nc2c(c(=O)[nH]1)CN(Cc1ccc3c(c1)OCO3)CC2)Nc1ccc(F)c(F)c1
 : ? | -9%
COc1ccc(N2CCN(C(=O)CCNS(=O)(=O)c3ccc4c(c3)CCN4C(=O)C3CC3)CC2)cc1
 : -4% | -12%
Cc1cc(C)c(/C=C/C(=O)O)cc1C
 : -6% | -3%
COc1ccc(NC(=O)CSc2nc3c(c(=O)[nH]2)CN(Cc2ccccc2)CC3)cc1Cl
 : ? | -17%
COc1ccc(NC(=O)c2sc(-n3[nH]c(C)c(CCC(C)C)c3=O)nc2C)cc1
 : -12% | -18%
C#CCn1cnc2c(cnn2-c2ccc(F)cc2)c1=O
 : 2% | 5%
Cc1ccccc1NC(=O)Cn1c(=O)n(Cc2ccco2)c(=O)c2ccc(C(=O)NC3CCCC3)cc21
 : -12% | -6%
